Source: PubChem BioAssay
DAGLB inh – DAGLB lipase inhibitors, primary screen, biochemical, fluorescence, HTS; HEK293T DAGLB membrane lysate, EnzChek fluorogenic substrate; inhibition, % at 5.17 µM; 0.059% of 340,000 active; in the data active = inhibition above about 34%;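 note: 0% = enzyme with vehicle and 100% = wells lacking enzyme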
PKA-R2B act – activators of PKA-R2B holoenzyme, primary screen, biochemical, fluorescence polarization, Cy5-IP20, human; PKA-R2B holoenzyme dissociation; R2B truncated from residue 108, S112A mutant; 0% DMSO only, 100% 113 µM cGMP; activation, % at 11.4 µM; 0.079% of 340,000 active; AID 504700, 2011;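 active = activation above a cutoff set at the mean over all compounds plus 3 SD, cut at about 18% in these data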;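 note: higher means more holoenzyme dissociation and a rise in polarization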
OPRM1-OPRD1 inv – inverse agonists of MOR-DOR heterodimerization, primary screen, cell-based, luminescence; Mu-type opioid receptor (Homo sapiens) + Delta-type opioid receptor (Homo sapiens), …; 0.21% of 340,000 active; cell-based MOR-DOR heterodimer luminescence, inverse agonism; inhibition, % at 9.3 µM; in the data active = inhibition above about 22%, passing the limit was not always enough;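 note: 0% = cells with DMSO and 100% = wells without cells with DMSO; values of inactives mirror those of a sister screen read the other way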
Arr AP2 block – inhibitors of beta-arrestin/AP2 binding, primary screen, biochemical, GPCR trafficking, flow cytometry. FITC-arrestin peptide / GST-AP2 beads; AP2 beta2 appendage carries R879A mutation. 0.31% of 340,000 active. beta-arrestin 1 C-terminal peptide binding to AP2 beta2-adaptin appendage (human). inhibition, % at 10 µM;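 active = inhibition above a set limit, near 3 SD of compounds lacking own fluorescence, cut at about 54% in these data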;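 note: plate controls were DMSO wells for no effect and 5 µM unlabelled arrestin peptide for full effect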
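Measured by: flow cytometry, FL1 (488/535 nm); Material: AP2 appendage R879A on GSH beads; Evaluation: percent response; Timing: pre-incubation 12 min, peptide binding 1 h, room temperature; Also added: 50 nM FITC-arrestin peptide; Medium: PBS with 0.05% Tween 20 and 0.1% BSA.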
HTR5A inv ag – HTR5A inverse agonists in luminescence cell assay, primary screen, counter-screen for OPRM1-OPRD1 heterodimer inverse agonist project, full-deck HTS. HTR5A cell line, inverse agonism. 5-hydroxytryptamine receptor 5A (Homo sapiens), P47898. 0.083% of 340,000 active. AID 504634, 2011. inhibition, % at 9.3 µM; in the data active = inhibition mostly above about 23%, no sharp cut-off; inactive = mostly below about 18%;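 note: 0% = cells with DMSO and 100% = no-cell wells with DMSO; some compounds called inactive have numbers as strong as hits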
HTR5A ag ctr – HTR5A agonists in luminescence cell assay, primary screen, counter-screen for OPRM1-OPRD1 heterodimer agonist project, full-deck HTS. activation, % at 9.3 µM. cell-based. 5-hydroxytryptamine receptor 5A (Homo sapiens), P47898. 0.61% of 340,000 active; in the data active = activation mostly above about 9.5%, no sharp cut-off; inactive = mostly below about 7.6%;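 note: 0% = cells with vehicle only and 100% = reference agonist; strong numbers were not always called active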
Pemphigus Ab inh – inhibitors of pemphigus antibody binding to DSG3, primary screen, biochemical, bead-based, flow cytometry, scFv-GFP; DSG3-coupled beads, scFv-anti-DSG3-GFP binding; active compounds read low; Desmoglein-3 (Homo sapiens), P32926; 0.48% of 310,000 active; binding (percent of control), % at 10 µM;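 active = binding more than 3 SD below its plate's average and above zero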;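 note: hits lower antibody fragment binding to DSG3; some compounds called inactive have numbers as strong as hits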
Target sequence (P32926 whole entry, looked up, the tested form may be a part): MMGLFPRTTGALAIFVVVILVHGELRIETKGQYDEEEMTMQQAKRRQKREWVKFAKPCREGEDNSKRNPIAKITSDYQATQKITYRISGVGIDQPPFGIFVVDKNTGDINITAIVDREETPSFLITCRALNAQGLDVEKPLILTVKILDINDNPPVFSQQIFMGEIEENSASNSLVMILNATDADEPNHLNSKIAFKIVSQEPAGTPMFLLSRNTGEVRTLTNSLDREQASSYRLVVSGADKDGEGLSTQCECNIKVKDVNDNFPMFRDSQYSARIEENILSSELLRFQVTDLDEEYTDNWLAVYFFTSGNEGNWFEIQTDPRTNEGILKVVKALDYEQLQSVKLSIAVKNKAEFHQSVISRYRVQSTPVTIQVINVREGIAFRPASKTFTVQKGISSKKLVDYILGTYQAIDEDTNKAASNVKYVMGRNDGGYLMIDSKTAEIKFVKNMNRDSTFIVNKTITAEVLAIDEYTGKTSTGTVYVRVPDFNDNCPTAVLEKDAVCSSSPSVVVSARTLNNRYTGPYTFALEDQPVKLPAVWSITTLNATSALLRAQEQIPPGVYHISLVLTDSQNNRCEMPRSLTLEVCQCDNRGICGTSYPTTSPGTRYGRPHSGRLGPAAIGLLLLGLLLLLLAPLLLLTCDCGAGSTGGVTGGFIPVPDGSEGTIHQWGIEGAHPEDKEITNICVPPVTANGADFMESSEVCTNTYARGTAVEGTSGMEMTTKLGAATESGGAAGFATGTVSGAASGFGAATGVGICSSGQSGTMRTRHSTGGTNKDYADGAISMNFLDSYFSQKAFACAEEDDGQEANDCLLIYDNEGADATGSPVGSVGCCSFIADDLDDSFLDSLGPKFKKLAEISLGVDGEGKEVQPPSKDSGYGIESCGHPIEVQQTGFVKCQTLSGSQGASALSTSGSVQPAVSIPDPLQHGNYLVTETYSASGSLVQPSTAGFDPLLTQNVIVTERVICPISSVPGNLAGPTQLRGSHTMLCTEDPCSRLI
V-ATPase pH – regulators of yeast V-ATPase proton pumping, primary screen, pHLuorin cytosolic pH fluorescence. 0.37% of 350,000 active. S. cerevisiae. response, % at 10 µM; in the data active = response mostly above about 7.3%, no sharp cut-off; inactive = mostly below about 5.4%; note: actives read high; inactives centre near 0; some compounds called inactive have numbers as strong as hits; reference of the scale not given here
PKA-R1A act – activators of PKA-R1A holoenzyme, primary screen, biochemical, fluorescence polarization, Cy5-IP20, bovine R1A, mouse PKAc; cAMP-dependent protein kinase type I-alpha regulatory subunit (Bos taurus) + …; PKA-R1A dissociation; scaled: DMSO 0%, 113 µM cGMP 100%; activation, % at 11.4 µM; 0.083% of 340,000 active; AID 504707, 2011;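 active = percent activation above the mean of all tested compounds plus 3 SD, cut at about 19% in these data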;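 note: higher means more PKAc released from R1A so a rise in polarization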
OPRM1-OPRD1 ag – agonists of OPRM1-OPRD1 heterodimerization, primary screen, cell-based, luminescence | AID 504326, 2011 | 0.3% of 340,000 active | Mu-type opioid receptor (Homo sapiens) + Delta-type opioid receptor (Homo sapiens), … | activation, % at 9.3 µM | cells; in the data active = activation above about 18%;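 note: 0% = vehicle-treated cells and 100% = reference agonist; values of inactives mirror those of a sister screen read the other way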
An asterisk follows results filed as active; . = not tested or not shown. Rows are unselected. Share with any hit: about 2.4%.

SMILES | DAGLB inh | PKA-R2B act | OPRM1-OPRD1 inv | Arr AP2 block | HTR5A inv ag | HTR5A ag ctr | Pemphigus Ab inh | V-ATPase pH | PKA-R1A act | OPRM1-OPRD1 ag
CCOC(=O)C1=C(C)Nc2nnnn2C1c1ccccc1Cl (configuration not stated) | 1 | -10 | 3 | 20 | -20 | 8 | 107 | 2 | -4 | -0.7
CCOC(=O)[C@H]1[C@H]2COc3ccccc3[C@@H]2N2C(=O)c3ccc(C)cc3NC(=O)[C@@]12C | -3 | 3 | -2 | -1 | -4 | 5 | 102 | 2 | 17 | 0.4
CC(C)NC(=O)Nc1ccc2c(c1)C(=O)N([C@H](C)CO)C[C@H](C)[C@@H](CN(C)C(=O)Nc1ccc3c(c1)OCO3)O2 | -2 | -2 | 16 | -16 | -8 | 2 | 102 | -2 | -3 | -3.4
O=C(c1cc(C2CC2)nn1-c1ccccc1)N1CCN(c2ccc(O)cc2)CC1 | 0 | -10 | -17 | 16 | -1 | 7 | 99 | -4 | 9 | 2.6
COc1ccc(/C=C2\SC(=O)N(CCC(=O)NCCCn3ccnc3)C2=O)cc1 | -1 | -1 | 10 | -12 | 12 | -3 | 101 | -1 | -2 | -2.0
O=c1c2c(n3cnnc3n1C1CCCCC1)-c1ccccc1CC21CCCCC1 | 1 | -12 | 11 | 0 | 5 | 2 | 102 | 0 | -3 | -1.9
Cc1cc(C(=O)OCCO)c(C#N)c(N)n1 | -1 | 6 | 24 | 10 | -12 | 5 | 101 | 1 | -5 | -4.9
Cc1ccn2cc(CCNS(=O)(=O)c3ccc([N+](=O)[O-])cc3)nc2c1 | 3 | -7 | -8 | 14 | 2 | -1 | 99 | -1 | -7 | 1.5
NC(=O)CSC1=N/C(=C\c2ccco2)C(=O)N1c1ccc(OC(F)F)cc1 | 0 | -5 | 9 | 37 | -1 | -4 | 102 | 2 | -5 | -1.7
O=C(Nc1ccc(Cl)c(Cl)c1)N(CCCN1CCOCC1)Cc1cccs1 | 2 | -12 | -141 | 13 | 5 | -2 | 104 | 4 | -11 | 27*
CNS(=O)(=O)c1cc2c3c(cccc3c1)C(=O)NC2=O | 1 | 2 | 16 | . | 2 | -1 | 106 | -2 | 0 | -3.2
COC(=O)C=C1CCC2C3CCC4=CC(=O)C(Br)CC4(C)C3C(=O)CC12C (configuration not stated) | -4 | 11 | 6 | 5 | 8 | -2 | 98 | -3 | -1 | -1.3
COc1ccc(NC(=O)CSc2n[nH]c(-c3ccccn3)n2)cc1 | -4 | -3 | 16 | 18 | -2 | 1 | 111 | -6 | 2 | -2.9
NC(=O)CC(NC(=O)Cc1cccc2ccccc12)c1ccc(N2CCC(Br)CC2)c([N+](=O)[O-])c1 (configuration not stated) | 15 | -2 | 18 | -5 | 13 | 4 | 105 | 2 | -4 | -3.3
CNc1nnc(C(F)(F)F)s1 | -1 | -2 | 18 | 8 | 3 | 3 | . | -2 | 0 | -3.6
Cc1cccc(C)c1N(CC(=O)Nc1cc(Cl)ccc1Oc1ccccc1)S(C)(=O)=O | -8 | 3 | 3 | -31 | 8 | -3 | 97 | -1 | -12 | -0.5
COc1cc(C(=O)N2CCC(n3cnc4cc(F)ccc43)CC2)cc(OC)c1OC | -2 | 3 | 15 | 24 | 10 | 1 | 99 | -4 | 6 | -2.4
CCN(CC(=O)Nc1ccccc1C(F)(F)F)C(=O)Cn1c(=O)cnc2ccccc21 | 1 | -7 | 0 | 16 | -3 | -1 | 106 | -3 | -11 | 0.0
CCOc1ccc(-c2cccc(NS(=O)(=O)c3cccc([N+](=O)[O-])c3)c2)nn1 | 2 | 6 | . | . | . | . | 99 | 0 | -5 | .
CC1(C)COC(c2ccc3c(c2)OCO3)OC1 | 0 | 11 | 5 | -2 | 12 | -3 | 94 | -1 | -4 | -1.1
O=C1CC(c2ccc(Cl)cc2)CC(O)=C1C=NCCO (configuration not stated) | 1 | -11 | 19 | -20 | 0 | 0 | 98 | -1 | -9 | -3.8
O=C(NCc1ccccc1F)C1CCCN1C(=O)NC1CCCCC1 (configuration not stated) | -1 | 8 | 13 | -5 | 7 | -7 | . | -1 | 4 | -2.2
O=C1N=NC(=O)N1c1ccccc1 | 4 | 11 | 1 | -4 | -4 | 1 | . | 1 | 5 | -0.1
Oc1ccc(-c2nc3cnccn3c2Nc2ccc3c(c2)OCCO3)cc1 | 2 | -2 | 6 | 2 | -19 | 6 | 99 | -3 | -2 | -1.0
COc1ccccc1CCNC(=O)CSCC(=O)Nc1ccccc1F | -2 | 7 | . | . | . | . | 105 | -2 | 1 | .
More structures follow.
SMILES | DAGLB inh | PKA-R2B act | OPRM1-OPRD1 inv | Arr AP2 block | HTR5A inv ag | HTR5A ag ctr | Pemphigus Ab inh | V-ATPase pH | PKA-R1A act | OPRM1-OPRD1 ag
CN(Cc1cccc2ncccc12)C(=O)CC1C(=O)NCCN1Cc1ccc(F)cc1 (configuration not stated) | 3 | 6 | 19 | 4 | 0 | 0 | 102 | -2 | 6 | -3.8
CS(=O)(=O)c1ccccc1C(=O)N1CCN(S(=O)(=O)c2ccc(C3CCCCC3)cc2)CC1 | -3 | -8 | 12 | 4 | 6 | 5 | 95 | -9 | -23 | -2.4
Cc1ccc(OCCCc2c(C)n[nH]c2C)cc1 | -2 | 1 | -6 | -22 | 11 | -2 | 99 | 3 | 4 | 1.1
CCOc1ccc(NC(=O)CC2C(=O)NCCN2C(=O)c2ccc(Cl)cc2)cc1 (configuration not stated) | 1 | 6 | 18 | 8 | 4 | -2 | 112 | -2 | -8 | -3.8
Cc1cc(C)n(-c2nc(-c3ccccc3)cs2)n1 | -12 | -2 | -30 | -2 | 2 | -2 | 97 | 2 | -7 | 5.9
CCOc1ccccc1Oc1c(C)oc2c(CN3CCN(C)CC3)c(O)ccc2c1=O | 1 | 6 | 3 | 2 | -56 | 0 | 98 | 5 | 7 | -0.5
CC(NC(=O)C12CC3CC(C1)CC(n1cncn1)(C3)C2)C12CC3CC(CC(C3)C1)C2 (configuration not stated) | -1 | -2 | 1 | -9 | 12 | -5 | . | 5 | -1 | -0.2
Cc1c(C(=O)Nc2nccs2)oc2ccccc12 | 2 | 9 | . | . | . | . | 108 | 2 | 3 | .
COCCCN1C(=O)C(=O)/C(=C(/O)c2ccc(OC)cc2)C1c1ccc(O)c(OC)c1 (configuration not stated) | -1 | -2 | -2 | 1 | -8 | 4 | 102 | -3 | -2 | 0.4
Cc1ccc(NS(=O)(=O)c2ccc(-n3cccn3)cc2)c(Br)c1 | -2 | -3 | . | . | . | . | 107 | -1 | -3 | .
O=C(NC1CCCCC1)C(c1ccc(F)cc1)N(Cc1ccco1)C(=O)Cn1nnc2ccccc21 (configuration not stated) | -1 | -4 | 2 | -10 | 0 | 2 | 109 | 2 | -3 | -0.3
S=C1Nc2ccccc2CS1 | 1 | -2 | . | . | . | . | 103 | 1 | 1 | .
CC(=O)Nc1c([N+](=O)[O-])cc2[nH]c(=O)[nH]c2c1[N+](=O)[O-] | -2 | -1 | -17 | 8 | 3 | -1 | 102 | -4 | 4 | 3.1
COc1ccncc1-c1ccccc1C1=CC(=O)CC(C)(C)C1=O | 0 | -2 | . | . | . | . | 99 | 4 | 0 | .
CC(C)N(CC(N)=O)C(=O)c1sc2cc(F)ccc2c1Cl | -1 | -1 | -3 | -4 | -22 | 13* | . | 1 | -4 | 0.8
COC1CCCCC1NS(=O)(=O)c1ccccc1 (configuration not stated) | -2 | -3 | -4 | 1 | 4 | 1 | 106 | 3 | 2 | 0.9
COc1ccc(NC(=S)Nc2ccccc2SC)c(OC)c1 | 1 | -5 | 1 | 11 | 2 | -5 | 101 | -2 | -8 | -0.3
COc1ccc(C2SCC(=O)N2Cc2ccccc2)cc1 (configuration not stated) | 0 | 6 | 9 | -4 | 12 | -3 | 119 | 0 | -4 | -1.8
COc1ccc2nc(N3C(=O)CC(Cc4cc(C)cc(C)c4)C3=O)sc2c1 (configuration not stated) | 0 | -9 | 1 | -5 | -16 | -2 | 109 | -3 | -6 | -0.2
Cc1noc(C)c1S(=O)(=O)Nc1ccc(C(C)C)cc1 | -2 | 0 | -43 | -19 | -16 | 4 | 97 | 0 | -10 | 8.1
O=C1CCC2S/C(=C/Nc3ccc(C(F)(F)F)cc3)C(=O)N12 (configuration not stated) | 1 | -14 | 14 | -1 | -6 | 2 | 105 | 4 | -5 | -2.7
COc1cccc(OC)c1OCCCOc1ccc([N+](=O)[O-])cc1Cl | -9 | -3 | -18 | 1 | -7 | 3 | 99 | -3 | -8 | 3.5
O=C(O)CN1C(=O)/C(=C\c2cccc(OCc3ccc(F)cc3)c2)SC1=S | 8 | -8 | 7 | 1 | -7 | 2 | 101 | 0 | 1 | -1.6
Cc1nc([N+](=O)[O-])cn1CCCCN1C(=O)c2ccccc2C1=O | 0 | -9 | 11 | 5 | -42 | -2 | 113 | -4 | 2 | -2.1
COc1ccc(Nc2ncc(C(=O)N3CCN(Cc4ccccc4)CC3)c3ccccc23)cc1 | 2 | -17 | -11 | 17 | 5 | 3 | 99 | 2 | -8 | 2.1
CCOC(=O)c1c(OCC)[nH]c2c1cc(O)c1ccccc12 | 6 | 2 | -26 | 13 | 12 | -5 | 103 | 0 | -4 | 4.4
CC(C)CNC(=O)C1CCN(c2ccc(S(=O)(=O)N3CCOCC3)cc2[N+](=O)[O-])CC1 | 3 | -8 | 10 | -9 | 15 | 7 | 94 | 0 | -11 | -1.9
Cc1ccc(C(=O)Nc2nnc(NC(=S)Nc3ccccc3)s2)cc1 | 3 | -4 | 27 | -8 | 10 | 3 | . | 0 | -10 | -5.8
N#Cc1c(SCC(N)=O)nsc1SCc1ccccc1Cl | -2 | -10 | 6 | 11 | 5 | -2 | 105 | -5 | -14 | -1.3
CCC(=O)Nc1c2c(nn1-c1cccc(Cl)c1)CSC2 | -1 | -1 | 6 | -7 | 6 | -2 | 78 | -2 | -2 | -0.9

Fetched by compound from above, two records:
SMILES | DAGLB inh | PKA-R2B act | OPRM1-OPRD1 inv | Arr AP2 block | HTR5A inv ag | HTR5A ag ctr | Pemphigus Ab inh | V-ATPase pH | PKA-R1A act | OPRM1-OPRD1 ag
CC(C)NC(=O)Nc1ccc2c(c1)C(=O)N([C@H](C)CO)C[C@H](C)[C@@H](CN(C)C(=O)Nc1ccc3c(c1)OCO3)O2 | -2 | -2 | 16 | -16 | -8 | 2 | 102 | -2 | -3 | -3.4
COC1CCCCC1NS(=O)(=O)c1ccccc1 (configuration not stated) | -2 | -3 | -4 | 1 | 4 | 1 | 106 | 3 | 2 | 0.9
